PAX8 inh HTS: PAX8 transcriptional activity inhibition. RMG-I TPO-luciferase reporter, SteadyGlo, 24 h. inhibition, % at 12.6 µM. hit rate 1.2% among 360,000. AID 652154;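 active = mean replicate inhibition at least 60% with every replicate also reaching 60%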;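 also: luciferase light reporting Pax8 driven TPO promoter activity; plate controls were median of neutral control wells for no effect and mitoxantrone controls for full effect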
C2C12 statin: protects C2C12 myotubes from simvastatin toxicity; hit rate 0.78% among 330,000; rescue of ATP level, % at 7.49 µM; AID 602340; ATP luminescence, 48 h; scaled: DMSO 0, geranylgeraniol control 100;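 active = mean ATP rescue above about 67%, or every replicate alone reaching that limit, limit read from the data, passing the limit was not always enough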;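 also: myotubes were challenged with 10 µM simvastatin during compound exposure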
GSIS activator: primary screen for activators of insulin secretion dependent on glucose, INS-1E cells, GLuc reporter luminescence; activation, % at 16.6 µM; INS-1E GLuc reporter insulin secretion, 2-3 h; hit rate 0.61% among 370,000;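 active = lowest replicate activation of at least 40%, so every replicate reaches that level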;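 also: 0% = median of neutral control wells and 100% = median of IBMX positive control wells; some compounds called inactive have numbers as strong as hits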
PGC1a acetyl inh: PGC1a acetylation modulation, inhibitor mode | inhibition, % at 15.6 µM | U2OS PGC1a acetylation, AlphaScreen anti-acetyl-lysine; with virally co-expressed GCN5 acetyltransferase | hit rate 0.17% among 350,000;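 active = every replicate shows inhibition of at least 40%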;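 also: 0% = neutral control wells and 100% = positive control wells; some results beyond the cut were filed as inactive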
ARNT TACC3 PPI: disrupts binding between human ARNT and TACC3; AlphaScreen His-ARNT PAS-B/GST-TACC3 binding, luminescence; TACC3 fragment carries E629A point mutation; inhibition, % at 9.99 µM; hit rate 0.66% among 390,000;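 active = mean inhibition of replicates at least 50% and at least half of replicates each reaching 50%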;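 also: 0% = complete ARNT plus TACC3 wells and 100% = ARNT alone without TACC3; many hits fall short of the cut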
Cneo AK release: causes C. neoformans cell lysis; adenylate kinase release luminescence, 4 h; normalised: neutral wells 0, clomiphene wells 100; hit rate 0.2% among 360,000; lysis activity, % at 15 µM;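 active = mean lysis activity across replicates of at least 80%, whatever share of replicates individually reach that level; inactive = mean lysis activity below 80%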
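Material: C. neoformans cells; Schedule: 4 h static compound exposure, 37 °C, read 1 h post-reagent; Measured by: adenylate kinase release luminescence; Read-out: signal increase indicating cell lysis; Controls: Clomiphene as positive lysis control.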
PglD inh: PglD (C. jejuni) enzyme inhibition; purified PglD enzyme, DTNB colorimetric CoA detection; hit rate 0.098% among 360,000; inhibition, % at 12.5 µM; AID 602405; in the data active = inhibition above about 16%, passing the limit was not always enough; also: strong numbers were not always called active
LGR2 antag: Drosophila LGR2 receptor signaling inhibition; inhibition, % at 9.99 µM; HEK293 LGR2, CRE-luciferase, bursicon-stimulated, 4 h; hit rate 0.35% among 380,000;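 active = drop in luminescence signal, shown as inhibition above about 50% in the replicate tests, limit read from the data, passing the limit was not always enough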;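 also: agonist challenge used bursicon conditioned medium at about half maximal strength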
Starred values were filed as active, the others as inactive; nt = no result given; & = joins results of further samples.

canonical_smiles | PAX8 inh HTS | C2C12 statin | GSIS activator | PGC1a acetyl inh | ARNT TACC3 PPI | Cneo AK release | PglD inh | LGR2 antag
C[C@@H]1CN([C@H](C)CO)C(=O)c2cc(NC(=O)Cc3cn(C)c4ccccc34)ccc2O[C@H]1CN(C)Cc1ccc(C(=O)Nc2ccccc2N)cc1 | nt | 50 | -6 | 8 | 0 | -4 | 5 | 0
NCCCCCNC(=O)c1[nH]cnc1C(=O)N[C@@H](Cc1ccccc1)C(=O)OCc1ccccc1 | 19 | 9 | 11 | 2 | 7 | 2 | 3 | 11
CCOC(=O)N1CCN(S(=O)(=O)c2ccc(F)c(C(=O)Nc3ccc(C(C)C)cc3)c2)CC1 | 1 | nt | -3 | -13 | -6 | -10 | -6 | -12
COC(=O)c1ccc(NN=Nc2ccc(C)cc2)cc1 | nt | nt | -8 | 13 | -5 | 5 | 0 | -87
N#C/C(=C\c1ccc[nH]1)C(=O)N1CCCCC1 | -29 | nt | 9 | 6 | 3 | 0 | -2 | -6
C[C@H](CO)N1C[C@H](C)[C@H](CN(C)Cc2ccc(Oc3ccccc3)cc2)Oc2ccc(NC(=O)Cc3cn(C)c4ccccc34)cc2CC1=O | 9 | 33 | -2 | -8 | 17 | 3 | -3 | -18
Cc1ccc(S(=O)(=O)Nc2cccc3c2O[C@H](CN(C)C(=O)NC(C)C)[C@H](C)CN([C@H](C)CO)C3=O)cc1 | -11 | -20 | 6 | -1 | -14 | -1 | 1 | -14
CCc1ccc(/C=N/n2c(C3CCCCC3)n[nH]c2=S)cc1 | -1 | -10 | 7 | nt | 0 | 0 | -1 | -8
CO[C@H]1CN(C)C(=O)c2cc(NC(C)=O)ccc2OC[C@H](C)N(C(=O)C2CCOCC2)C[C@@H]1C | 8 | -1 | 9 | 1 | -6 | -2 | 1 | 3
COc1ccc(C(=O)NCc2nnc(SCC(=O)NCc3ccc(F)cc3)o2)cc1 | 8 | nt | nt | -2 | 2 | 2 | -4 | nt
Cc1ccc(C(=O)OCc2cn(-c3ccccc3)nn2)cc1 | 7 | nt | -5 | -2 | nt | 11 | -1 | -3
Cc1nc2ccccc2cc1C(=O)NCc1ccccc1 | -5 | nt | nt | 4 | 2 | -2 | 4 | nt
CC(=O)NC[C@@H]1[C@@H](c2ccc(-c3ccccc3)cc2)[C@H](CO)N1C(=O)C1CC1 | -22 | 8 | -7 | 10 | 0 | -1 | 5 | -5
O=C(CN1CCN(Cc2ccccc2Cl)C1=O)NCc1ccccn1 | 4 | nt | -4 | 7 | 6 | -1 | -1 | 19
COc1cccc(-c2cc(C(F)(F)F)n3nc(C(=O)Nc4c(C)n(C)n(-c5ccccc5)c4=O)cc3n2)c1 | 8 | 8 | -7 | nt | 0 | 0 | 2 | 10
OC(c1nc2ccc(F)cc2[nH]1)C(O)c1nc2ccc(F)cc2[nH]1 (stereo unspecified) | 3 | 0 | 15 | 24 | 0 | -1 | 6 | -7
CCCC#Cc1cnc2c(c1)C(=O)N([C@@H](C)CO)C[C@H](C)[C@H](CN(C)Cc1ccc(C(=O)O)cc1)O2 | nt | -6 | -4 | -2 | 6 | 0 | -1 | -9
COc1ccc(C(=O)Nn2c(C)nnc2-n2nc(C)cc2C)cc1OC | nt | 29 | 23 | 10 | 13 | 1 | 1 | -6
CC(=O)c1cccc(NC(=O)C2CC(c3ccc(F)cc3)=NO2)c1 (stereo unspecified) | nt | nt | nt | -9 | -1 | -3 | -2 | nt
Cc1onc(-c2ccccc2)c1C(=O)OCC(=O)c1ccccc1 | nt | 9 | nt | 3 | -8 | -2 | -4 | nt
COCCn1c(N)c(C(=O)NCC2CCCO2)c2nc3ccccc3nc21 (stereo unspecified) | 10 | nt | nt | -16 | -16 | 1 | 3 | nt
Cc1ccc(Cl)cc1N1CCN(CC(=O)Nc2ccc3[nH]c(=O)[nH]c3c2)CC1 | nt | 17 | 2 | 4 | 7 | nt | nt | nt
O=C(C[C@H]1C[C@H]2c3cc(NS(=O)(=O)c4ccc(F)cc4)ccc3O[C@H]2[C@@H](CO)O1)NCCN1CCCCC1 | -11 | -1 | 3 | -1 | 1 | 1 | -2 | 7
CC(C)CCNC1c2ccccc2C(=O)N1Cc1ccccc1 (stereo unspecified) | 18 | 14 | -5 | -10 | 9 | 2 | -5 | 10
Cc1ccc(CNC(=O)c2cccc(OCc3c(C)noc3C)c2)cc1 | nt | 8 | nt | nt | 2 | 4 | 1 | nt
N#C/C(=C\c1ccncc1)c1nc2ccccc2c(=O)[nH]1 | 18 | nt | 8 | 8 | 0 | nt | nt | 7
COc1ccc(CCNC(=O)C(=O)NCC2OCCN2S(=O)(=O)c2ccc(F)cc2)cc1 (stereo unspecified) | -20 | 7 | -13 | -12 | -4 | 0 | 7 | -14
O=C(Nc1ccc(Cl)c(Cl)c1)N[C@@H]1CC[C@@H](CCNC(=O)c2ccc(F)cc2)O[C@H]1CO | 10 | -17 | -39 | 10 | 5 | 1 | 1 | -20
CC1C(C#N)=C(SCC(N)=O)NC2=C1C(=O)CC(C)(C)C2 (stereo unspecified) | 14 | 1 | 1 | -6 | -4 | nt | nt | 6
N#Cc1c(N)n(-c2cccc(C(=O)O)c2)c2nc3ccccc3nc12 | 0 | 0 | 9 | -9 | 13 | -2 | -2 | -5

By substructure: the entries above with a COOH group (two)
canonical_smiles | PAX8 inh HTS | C2C12 statin | GSIS activator | PGC1a acetyl inh | ARNT TACC3 PPI | Cneo AK release | PglD inh | LGR2 antag
CCCC#Cc1cnc2c(c1)C(=O)N([C@@H](C)CO)C[C@H](C)[C@H](CN(C)Cc1ccc(C(=O)O)cc1)O2 | nt | -6 | -4 | -2 | 6 | 0 | -1 | -9
N#Cc1c(N)n(-c2cccc(C(=O)O)c2)c2nc3ccccc3nc12 | 0 | 0 | 9 | -9 | 13 | -2 | -2 | -5

Next entries:
| compound | PAX8 inh HTS | C2C12 statin | GSIS activator | PGC1a acetyl inh | ARNT TACC3 PPI | Cneo AK release | PglD inh | LGR2 antag |
| --- | --- | --- | --- | --- | --- | --- | --- | --- |
| Cc1ccc(C(=O)Nc2ccc(N3CCN(S(C)(=O)=O)CC3)cc2)cc1 | nt | -2 | 10 | 7 | -1 | -1 | 0 | -14 |
| NC(=O)COc1ccc(Nc2nnc(-c3ccc(O)cc3)c3ccccc23)cc1 | 6 | 1 | -26 | -10 | 7 | 1 | 2 | 1 |
| COC(=O)C1CCN(Cc2cn(Cc3ccccc3)nc2-c2cc3ccccc3o2)CC1 | 13 | nt | -50 | nt | 1 | nt | nt | 10 |
| COc1ccc(-c2csc(NC(=O)c3ccccc3Br)c2C(=O)O)cc1 | -19 | -14 | -9 | 12 | 2 | 0 | -4 | -13 |
| Cc1ccc(-c2c(C(=O)N(C)Cc3ccccc3)oc(=O)c3ccccc23)cc1 | -2 | nt | -5 | nt | -3 | nt | nt | 6 |
| Cc1noc(C)c1NC(=O)N(C)C[C@@H]1OCCCC[C@H](C)Oc2ccc(NS(=O)(=O)c3c(C)noc3C)cc2C(=O)N([C@H](C)CO)C[C@@H]1C | -5 | 5 | 9 | 0 | 0 | -3 | 1 | 3 |
| Cc1ccc(-c2nnc(-c3ccccc3)c(-c3ccccc3)n2)cc1 | 20 | nt | -4 | nt | 6 | 1 | 2 | 7 |
| O=C1C=C(Nc2ccc(O)cc2)C(=O)c2ccccc21 | -25 | nt | 9 | -14 | 1 | -1 | -202 | -51 |
| C[C@H](CO)N1C[C@H](C)[C@@H](CN(C)Cc2ccc(C(=O)O)cc2)Oc2ccc(NC(=O)Cn3cnnn3)cc2C1=O | -12 | 29&-3 | 0&23 | -6 | -5&-8 | -1&1 | 8&-3 | -5&-7 |
| Cc1ccc(S(=O)(=O)N2C[C@@H](O)COC[C@@H]3O[C@H](CC(=O)NCC4CCCCC4)CC[C@H]32)cc1 | 13 | -1 | 0 | 0 | 4 | -2 | -2 | -3 |
| Nc1nonc1-c1nc2ccccc2n1CC(=O)N1CCN(c2ccc(F)cc2)CC1 | 8 | -5 | nt | 14 | nt | 1 | 5 | nt |
| C[C@@H]1CN([C@H](C)CO)C(=O)c2cc(C#Cc3ccccn3)cnc2O[C@H]1CN(C)Cc1cccnc1 | nt | 1 | 10 | -3 | 2 | 0 | 1 | -17 |
| COc1ccc(C2CC(c3ccc4ccccc4c3)=NN2C(=O)COC(=O)C2CCC(=O)N2)cc1 (stereo unspecified) | -169 | nt | -27 | -7 | 3 | -3 | -2 | -54 |
| C=CCNc1nc(NC(C)(C)CO)nc(OCC)n1 | -6 | 12 | nt | 9 | nt | -1 | 1 | nt |
| O=C(NC12CC3CC(CC(C3)C1)C2)c1cnccn1 | 0 | 8 | nt | -2 | 4 | 0 | 2 | nt |
| Cc1cc(N=Nc2ccc3ccccc3c2)ccc1O | -138 | 25 | 2 | -6 | 16 | -3 | 2 | -12 |
| C[C@@H]1CCCCO[C@@H](CN(C)S(=O)(=O)c2ccccc2)[C@@H](C)CN([C@H](C)CO)C(=O)c2cc(NC(=O)Nc3ccc(F)cc3)ccc2O1 | 46 | nt | 5 | 2 | -9 | 0 | 6 | -5 |
| CNC[C@H]1Oc2c(NC(=O)c3cc(C)nn3C)cccc2C(=O)N([C@@H](C)CO)C[C@@H]1C | 9 | 5 | 7 | 5 | -5 | 1 | 7 | -24 |
| Cc1ccc(S(=O)(=O)Nc2cccc3c2O[C@H](CN(C)C(=O)NC2CCCCC2)[C@@H](C)CN([C@H](C)CO)C3=O)cc1 | -1 | -35 | 1 | -1 | -8 | 52 | -2 | -7 |
| Cc1sc(NC(=S)NC(=O)C2CCCCC2)c(C(N)=O)c1C | -22 | nt | -11 | nt | 4 | nt | nt | 12 |
| COc1ccccc1C(=O)C1CCCN(C(=O)c2ccc(Cl)cc2)C1 (stereo unspecified) | -5 | -6 | nt | -3 | nt | 0 | 3 | nt |
| C=CCN1C(=O)CSC1=Nc1cccc(O)c1 | nt | -1 | nt | nt | -16 | 1 | 3 | nt |
| CCOc1cccc(N2C(=O)CC(N3CCN(c4ccc(S(=O)(=O)CC)cc4)CC3)C2=O)c1 (stereo unspecified) | nt | -4 | 2 | -2 | 0 | nt | nt | nt |
| CC(=O)c1ccc(-c2ccc(C(=O)N3CCCc4ccccc43)o2)cc1 | -37 | nt | 25 | nt | 1 | nt | nt | -8 |
| C[C@@H]1CCCCO[C@H](CN(C)Cc2ccccc2)[C@@H](C)CN([C@@H](C)CO)C(=O)c2cc(NC(=O)NC3CCCCC3)ccc2O1 | -5 | nt | -26 | -10 | -8 | 55 | 5 | 18 |
| Cc1ccc(/C=N/NC(=O)C2(C)CC2(Br)Br)cc1 (stereo unspecified) | 1 | nt | -5 | nt | -18 | 1 | -6 | -15 |

5 entries out of the list above, ordered by their value in GSIS activator, lowest first.
| SMILES | GSIS activator | PGC1a acetyl inh | ARNT TACC3 PPI | PglD inh | LGR2 antag |
| --- | --- | --- | --- | --- | --- |
| COc1ccc(C2CC(c3ccc4ccccc4c3)=NN2C(=O)COC(=O)C2CCC(=O)N2)cc1 (stereo unspecified) | -27 | -7 | 3 | -2 | -54 |
| NC(=O)COc1ccc(Nc2nnc(-c3ccc(O)cc3)c3ccccc23)cc1 | -26 | -10 | 7 | 2 | 1 |
| COc1ccc(-c2csc(NC(=O)c3ccccc3Br)c2C(=O)O)cc1 | -9 | 12 | 2 | -4 | -13 |
| Cc1ccc(S(=O)(=O)N2C[C@@H](O)COC[C@@H]3O[C@H](CC(=O)NCC4CCCCC4)CC[C@H]32)cc1 | 0 | 0 | 4 | -2 | -3 |
| Cc1ccc(S(=O)(=O)Nc2cccc3c2O[C@H](CN(C)C(=O)NC2CCCCC2)[C@@H](C)CN([C@H](C)CO)C3=O)cc1 | 1 | -1 | -8 | -2 | -7 |
